S1P3 antagonist – blocks the human S1P3 receptor. inhibition, % at 4.98 µM. Q99500. CHO S1P3 NFAT-BLA reporter, FRET fluorescence, antagonist mode. hit rate 0.27% among 170,000;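 active = inhibition above the plate cutoff, the mean inhibition of test wells on that plate plus 3 SD, cut at about 28% in these data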;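 also: cells challenged with S1P at its EC80 of 0.8 µM; blue over green emission ratio from cleaved BLA substrate after 4 h stimulation; 0% = S1P-stimulated wells and 100% = unstimulated DMSO-only wells; some compounds past the cut are filed as inactive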
PMI activator – activators of human phosphomannose isomerase; P34949; purified human PMI, coupled resazurin fluorescence, 20 min; active compounds read high; 1 = vehicle control, 0 substrate-free wells; activation factor at 20 µM; hit rate 0.005% among 190,000; AID 1214;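 active = activation factor of 2 or more at 20 µM, relative to plate controls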
Target sequence (P34949 whole entry, looked up): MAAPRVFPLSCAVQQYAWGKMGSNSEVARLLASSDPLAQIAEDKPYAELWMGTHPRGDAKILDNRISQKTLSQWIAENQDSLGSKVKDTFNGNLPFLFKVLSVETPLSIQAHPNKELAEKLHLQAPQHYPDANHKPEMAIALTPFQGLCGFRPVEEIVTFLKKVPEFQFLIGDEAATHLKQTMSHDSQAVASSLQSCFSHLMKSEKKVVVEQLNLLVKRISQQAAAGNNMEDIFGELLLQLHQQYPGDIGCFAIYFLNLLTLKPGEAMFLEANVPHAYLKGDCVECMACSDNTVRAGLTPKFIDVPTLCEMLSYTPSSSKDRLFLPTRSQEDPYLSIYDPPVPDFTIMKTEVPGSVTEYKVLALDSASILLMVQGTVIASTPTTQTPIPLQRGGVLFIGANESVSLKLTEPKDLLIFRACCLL
PPARg SRC-1 ag – PPARgamma-driven SRC-1 recruitment agonism | P37231 | PPARgamma-SRC-1 coactivator recruitment biochemical assay | activation, % at 8 µM | hit rate 0.41% among 200,000 | AID 631; in the data active = activation above about 19%;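 also: 0% = DMSO and 100% = reference agonist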
Diaphorase inh – diaphorase inhibition or chemical oxidation counter-screen | diaphorase resazurin-to-resorufin fluorescence, NADH, 16 min; bacterial (C. kluyveri) enzyme, not human | inhibition, % at 20 µM | hit rate 0.69% among 190,000 | AID 1217;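 active = primary screen inhibition at 20 µM above a set limit, cut at about 50% in these data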;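 also: plate controls were DMSO with full reaction for no effect and wells lacking NADH for full effect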
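Detection: fluorescence of resorufin formed from resazurin, Ex 544/Em 590 nm; test system: Clostridium kluyveri diaphorase enzyme; amount: 0.14 U/mL diaphorase, enzyme working solution; times: 16-min room-temperature incubation before reading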
Diaph act CS – counter-screen for diaphorase-based assays: diaphorase activators and chemical reducers. Diaphorase/resazurin coupled assay, resorufin fluorescence, 16 min; active compounds read high; 1 = vehicle wells, 0 = NADH-free wells. activation factor at 20 µM. hit rate 0.005% among 190,000;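 active = diaphorase activity raised at least twofold by the compound at 20 µM; inactive = activation factor below 2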
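Material: Clostridium kluyveri diaphorase, purified enzyme; Quantity: enzyme 0.07 U/mL final; Medium: HEPES pH 7.4 buffer with MgCl2 and Tween 20; Dosing: single compound dose of 20 µM, 1% DMSO final; Schedule: 16 min reaction at room temperature; Measured by: red resorufin fluorescence at 544/590 nm excitation/emission.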
PPARg SRC-3 ag – PPARgamma-driven SRC-3 recruitment agonism; biochemical PPARgamma/SRC-3 coactivator recruitment assay; activation, % at 8 µM; AID 731; P37231; hit rate 0.26% among 200,000; in the data active = activation above about 23%;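 also: 0% = DMSO and 100% = reference agonist; some compounds past the cut are filed as inactive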
G6PDH CS – L. mesenteroides G6PDH inhibition counter-screen; Purified L. mesenteroides G6PDH, diaphorase/resazurin coupled fluorescence, 45 min; inhibition, % at 5 µM; hit rate 0.12% among 200,000; AID 1020; in the data active = inhibition above about 50%
ROMK primary – modulates human ROMK potassium channel activity; Tet-inducible ROMK, thallium flux fluorescence; actives lie on both sides; hit rate 2% among 130,000; B-score at 10 µM; AID 1918;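 active = signal ratio slope over the read window, or its plate-corrected B-score, at least 3 SD from the plate mean, either direction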;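 also: B-score of the F/F0 ratio slope over 7 to 12 s after thallium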
Target sequence (P48048 whole entry, looked up): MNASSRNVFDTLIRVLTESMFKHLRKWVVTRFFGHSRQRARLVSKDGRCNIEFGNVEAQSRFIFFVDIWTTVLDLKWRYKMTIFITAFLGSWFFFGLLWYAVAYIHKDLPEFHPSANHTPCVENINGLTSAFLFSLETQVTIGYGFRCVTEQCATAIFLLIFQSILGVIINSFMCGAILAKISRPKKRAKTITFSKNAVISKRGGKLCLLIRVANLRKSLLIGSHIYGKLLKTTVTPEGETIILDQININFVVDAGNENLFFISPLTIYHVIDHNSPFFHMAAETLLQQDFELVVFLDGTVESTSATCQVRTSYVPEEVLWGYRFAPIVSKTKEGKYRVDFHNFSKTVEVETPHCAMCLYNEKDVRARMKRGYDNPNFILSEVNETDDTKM
SRC2 TRFRET art – TR-FRET artefact, counter-screen to PPARgamma/SRC-2 agonist assay; TR-FRET ratio at 8 µM; active compounds read high; hit rate 0.4% among 200,000; in the data active = TR-FRET ratio above about 2000; also: inactives centre near 1500
PMI act satM6P – increases human PMI activity with near-saturating mannose 6-phosphate; activation factor at 20 µM; hit rate 0.34% among 190,000; coupled PMI enzyme assay, resazurin fluorescence, 20 min; active compounds read high; 1 = untreated enzyme, 0 = substrate-free blank;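 active = activation factor of 2 or more at 20 µM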
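Technique: Diaphorase-driven resazurin-to-resorufin fluorescence, excitation 544, emission 590 nm | Assay system: Human PMI in coupled enzyme assay | Times: Enzyme reaction with compound 20 min at room temperature | Medium: HEPES-buffered pH 7.4 with magnesium and detergent | Reagent: Mannose-6-phosphate 1.0 mM (near-saturating) plus 0.22 mM NADP+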
PPARg SRC2 recr – agonists of SRC-2 recruitment by human PPARgamma | P37231 | PPARgamma LBD-SRC-2 recruitment, biochemical | hit rate 0.34% among 200,000 | activation, % at 8 µM; in the data active = activation above about 22%;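 also: 0% = vehicle and 100% = reference agonist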
* = called active by the depositor; . = no result given. Random draw from the library; overall some 3.3% were active at least once.

SMILES | S1P3 antagonist | PMI activator | PPARg SRC-1 ag | Diaphorase inh | Diaph act CS | PPARg SRC-3 ag | G6PDH CS | ROMK primary | SRC2 TRFRET art | PMI act satM6P | PPARg SRC2 recr
CC(CN1CCCCC1)OC(=O)c1ccc(Cl)cc1Cl (stereo not given) | 7 | 0.9 | 4 | 6 | 0.9 | -3 | -13 | . | 1688 | 1 | 4
O=C(c1ccco1)N1CCN(C(=O)c2ccccc2OC(=O)C23CC4CC(CC(C4)C2)C3)CC1 | -11 | 0.9 | -1 | 28 | 0.7 | 7 | 0 | . | 1346 | 0.9 | -4
Cc1ccc(S(N)(=O)=O)cc1NC(=O)C1CC2CCC1C2 (stereo not given) | . | 1 | 9 | 7 | 0.9 | 3 | 6 | 0.79 | 1426 | 1 | -2
Cc1cc(NC(=O)CSc2nnc(Nc3ccccc3)s2)no1 | . | 1 | 7 | 9 | 0.9 | -6 | -2 | -0.41 | 1538 | 0.9 | 5
CCOC(=O)C(C)On1c(-c2cccc(Cl)c2)nc2ccc([N+](=O)[O-])cc21 (stereo not given) | . | 1.6 | 0 | 13 | 0.9 | 2 | 2 | -0.11 | 1682 | 2* | 8
O=C(c1ccccc1NS(=O)(=O)c1cccc2cccnc12)N1CCOCC1 | 16 | 1.1 | 5 | -7 | 1.1 | 4 | 8 | -0.086 | 1733 | 1 | 10
CC1Cc2ccccc2N1S(=O)(=O)c1cccs1 (stereo not given) | 23 | 0.8 | 7 | 18 | 0.8 | 16 | -3 | . | 1521 | 0.9 | 1
CS(=O)(=O)N(CC(=O)NCc1ccco1)c1ccc2c(c1)OCO2 | -10 | 1 | 8 | 2 | 1 | 7 | 2 | 0.58 | 1452 | 1.1 | 8
O=C(Cn1nnc(-c2ccc3c(c2)OCO3)n1)NCc1ccccc1 | 7 | 1.1 | 0 | -23 | 1.2 | 0 | 14 | -0.24 | 1695 | 1.1 | 1
CCN(CC)S(=O)(=O)c1ccc(N=Nc2c(C)[nH]n(C(N)=S)c2=O)cc1 | . | 1.1 | -4 | 3 | 1 | 13 | 10 | 0.27 | 1550 | 1.2 | 15
Cc1nnc(NC(=O)CCCN2C(=O)c3ccccc3C2=O)s1 | 0 | 1 | -1 | 3 | 1 | 2 | 1 | 0.67 | 1508 | 1.1 | -2
COC(=O)c1ccccc1CON1C(=O)C(C)(C)N(OCc2ccccc2C(=O)OC)C(=O)C1(C)C | . | 1 | -6 | 14 | 0.9 | 1 | 5 | . | 1474 | 1 | 3
O=C(CSc1ccccc1)Nc1nnc(COc2ccc(Cl)cc2)s1 | 1 | 0.3 | 8 | 8 | 0.9 | 4 | 18 | 0.071 | 1575 | 0.6 | 8
CCNC(=O)CC1C(=O)N(c2ccccc2)C(=O)N1CCC(C)C (stereo not given) | -32 | 1 | 1 | -7 | 1.1 | 7 | 18 | . | 1586 | 1.1 | -2
CC(C)C(=O)Nc1cccc(C(=O)Nc2nncs2)c1 | -7 | 1.1 | -2 | 12 | 0.9 | -4 | 5 | . | 1490 | 1 | 0
Cc1ccc(Oc2nccc(-c3ccc(Cl)cc3)n2)cc1 | . | 0.9 | -7 | 2 | 1 | 4 | -26 | . | 1614 | 1 | -2
CCOC(=O)c1[nH]c(C=O)c(C(=O)OCC)c1C | 8 | . | 4 | . | . | -1 | 8 | . | 1593 | . | -1
CCOc1ccc(S(=O)(=O)n2nc(C)cc2C)c2ccccc12 | 38 | 0.9 | 10 | 22 | 0.8 | 3 | -16 | -0.39 | 1389 | 1 | 8
CCCn1c(C)cc(C(=O)COc2ccc(S(=O)(=O)N(CC)CC)cc2[N+](=O)[O-])c1C | -10 | 1 | 2 | 0 | 1 | 4 | 3 | -1 | 1798 | 1 | 1
C=CCNC(=O)/C(=C\c1ccc([N+](=O)[O-])cc1)NC(C)=O | . | 1 | -5 | -6 | 1.1 | 3 | 5 | . | 1477 | 1 | 6
O=C(NC(=S)Nc1ccccn1)c1ccc([N+](=O)[O-])cc1 | 9 | 1 | 8 | 17 | 0.8 | 1 | 1 | -0.0062 | 1617 | 1 | -4
C=CCn1c(CNc2ccc(C)cc2)nnc1SCC(=O)N/N=C/c1ccc(O)cc1O | . | 1 | 3 | 17 | 0.8 | -2 | -11 | -0.32 | 1716 | 1 | 6
CC(=O)N1CCC2(CC1)CC(=O)c1cc(OCC(=O)NCc3ccco3)ccc1O2 | -67 | 1 | 1 | 16 | 0.8 | -9 | -20 | . | 1362 | 1 | 7
CCN(CC)C(=S)Nc1ccc(Cl)c(Cl)c1 | -4 | 1 | 5 | 5 | 1 | 0 | 7 | -0.62 | 1589 | 1 | -1
CCOc1ccc2ncc(S(=O)(=O)c3ccccc3)c(N3CCN(c4ccc(OC)cc4)CC3)c2c1 | 3 | 1 | 3 | 11 | 0.9 | 6 | -4 | . | 1689 | 1 | 4
COC(=O)C1SCC2C(=O)N(Cc3ccccc3)CC(=O)N21 (stereo not given) | 2 | 1 | 13 | -5 | 1 | 4 | 4 | 0.36 | 1949 | 1 | -1
O=c1cc(CSc2ccc(Cl)cc2)nc(N2CCCCC2)[nH]1 | -6 | 0.9 | 2 | 7 | 0.9 | 3 | 6 | -0.04 | 1441 | 1 | 6
NC(=O)CCN1CCCCC1 | -7 | 1 | -10 | -7 | 1.1 | -3 | 16 | -0.24 | 1288 | 1 | -3
COc1ccc(C(=O)/C=C/c2ccccc2F)c(OC(=O)c2ccc([N+](=O)[O-])cc2)c1 | . | 1 | 4 | 17 | 0.8 | 5 | 4 | 0.83 | 1505 | 0.9 | 3
CCOC(=O)c1c(C)[nH]c(C(=O)CC(=O)OC)c1C | -4 | 1.1 | -2 | -9 | 1.1 | 4 | 27 | 0.32 | 1521 | 1 | -7
C/C(=N\Nc1nc(C(=O)O)cs1)c1ccccc1 | -17 | 0.8 | -13 | 18 | 0.8 | -1 | 10 | . | 1229 | 0.8 | -4
COc1ccc(N2CCN(c3nc(-c4cccs4)nc4ccccc34)CC2)cc1 | -26 | 0.9 | 10 | 15 | 0.9 | 5 | 0 | -0.0073 | 1748 | 0.9 | 13
O=C(COc1ccc(Cl)cc1)Nc1cccc(-c2ccc3nncn3n2)c1 | -9 | 1 | -1 | 15 | 0.9 | 2 | -2 | 0.77 | 1566 | 1 | -1
CC(=O)Cc1nsc(NC(=O)c2ccc(-c3ccc(F)cc3)o2)n1 | -9 | 1 | 7 | -6 | 1.1 | 5 | 11 | 0.34 | 1437 | 1.1 | 8
CCNC(=O)/C(=C\c1ccc2c(c1)OCO2)NC(=O)c1ccc(Br)cc1 | . | 1 | 12 | 16 | 0.8 | 11 | 2 | -0.38 | 1572 | 1 | -6
Cn1c(NCc2c(O)ccc3ccccc23)nc2ccccc21 | . | 0.6 | 1 | 18 | 0.8 | -2 | 20 | 0.97 | 1581 | 0.7 | 3
CC(=O)CC1=NC(C)(C)Cc2ccccc21 | -1 | 1.1 | 7 | -3 | 1 | 4 | 4 | 0.13 | 1589 | 1 | 1
CCC(=O)N1CCN(c2nc(-c3ccccc3)c3c(c2C#N)CCCC3)CC1 | . | 0.8 | 7 | 13 | 0.9 | 9 | 4 | -1.1 | 1646 | 0.9 | 3
COc1ccc(N(C(=O)c2ccco2)S(=O)(=O)c2ccccc2)cc1 | . | 0.9 | 1 | 8 | 0.9 | 0 | 8 | 0.019 | 1342 | 0.9 | 5
CC(=O)c1cc2c(cc1NC(=O)CCCC(=O)O)OCO2 | 3 | 1 | -4 | 0 | 1 | 8 | 3 | . | 1430 | 1 | 1
S=C1NC2(CCCCCC2)N=C1c1ccccc1 | -13 | 1 | 7 | 11 | 0.9 | 4 | 8 | -0.15 | 1674 | 1 | 3
Cc1cc(=O)[nH]c(N/N=C/c2cn(CCC#N)nc2-c2ccccc2)n1 | -32 | 0.9 | 1 | 7 | 0.9 | 2 | -3 | 0.98 | 1648 | 1 | 17
Cc1ccc(N=c2c([N+](=O)[O-])nn(-c3ccc4c(c3)OCCO4)n2O)cc1F | 3 | 1.3 | 7 | 0 | 1 | 2 | -3 | 0.49 | 1538 | 1.1 | -3
O=C(Nc1cccc(NC(=O)c2ccco2)c1)c1ccc([N+](=O)[O-])cc1 | -2 | 1.1 | 4 | 7 | 0.9 | 0 | -1 | 0.86 | 1457 | 1 | -2
O=C(c1cc2ncc(CCCl)cn2n1)N1CCCCCC1 | -24 | 1 | 0 | 4 | 1 | 1 | 0 | 1 | 1493 | 1 | -4
O=S(=O)(c1ccc(SCCO)nc1)N1CCCC1 | . | 1 | -6 | 24 | 0.8 | -14 | 0 | 0.07 | 1347 | 1 | -3
CCC(=O)OCCn1c(Br)nc2c1c(=O)[nH]c(=O)n2C | 0 | 1.1 | -4 | 4 | 1 | -1 | 4 | 0.19 | 1440 | 1 | -3
Cc1nnc(SCc2ccc(CSc3nnc(C)c(=O)[nH]3)cc2)[nH]c1=O | -12 | 1 | 3 | 8 | 0.9 | -2 | 1 | -0.58 | 1365 | 1 | 0
CC(=O)NC1C(=O)SC1(C)C (stereo not given) | -3 | 0.9 | 0 | 23 | 0.8 | -2 | 2 | . | 1399 | 1 | -1
O=c1c2ccccc2ncn1CCOCCOc1ccc([N+](=O)[O-])cc1 | -16 | 1 | 6 | 7 | 0.9 | -5 | 5 | -0.087 | 1528 | 1 | 10
CCOC(=O)N1CCC(NC(=O)C2CCCN(S(=O)(=O)c3cccc4nsnc34)C2)CC1 (stereo not given) | 6 | 1.1 | 9 | 5 | 1 | 7 | 6 | -0.09 | 1701 | 1 | 5
